Screening results (PubChem BioAssay)
All columns: NCI-60 one-dose screen, growth in % after 48 h at 10 µM unless noted; 100 = growth as untreated, 0 = no growth, -100 = all killed.
SK-MEL-28 = SK-MEL-28 melanoma; 81,000 tested, 4.1% active; AID 1794761
T-47D = T-47D breast cancer. AID 1794792. 79,000 tested, 5% active
SK-MEL-2 = SK-MEL-2 melanoma. 77,000 tested, 4.7% active
MDA-MB-435 = MDA-MB-435 melanoma; 82,000 tested, 7.8% active
BT-549 = BT-549 breast cancer. 78,000 tested, 4.4% active. AID 1794793
SK-MEL-5 = SK-MEL-5 melanoma; 80,000 tested, 6.4% active; AID 1794755
LOX IMVI = LOX IMVI melanoma | 79,000 tested, 7.4% active
HS 578T = HS 578T breast cancer. 78,000 tested, 4.1% active. AID 1794788
Starred values were filed as active, the others as inactive; nt = no result given; & = joins results of further samples. How the source made its calls: active means growth percent below 10; inactive means the rest.

item | SMILES | SK-MEL-28 | T-47D | SK-MEL-2 | MDA-MB-435
1 | O=C(NCc1cccnc1)c1nc(-c2ccc(-n3cccc3)cc2)no1 | 108.0 | nt | 97.8 | 89.4
2 | CCCCCCCCCCCCCCCCCCNC(=S)N/N=C/c1ccccc1C(=O)O | 105.1 | 92.8 | 98.1 | 97.2
3 | [2H]c1c([2H])c(C2([2H])CCCNC2[2H])c([2H])c([2H])c1-n1cc2cccc(C(N)=O)c2n1 (centres undefined) | 103.1 | 96.1 | 114.2 | 88.5
4 | COc1cc(-c2nc3ccc(C(=O)NN4C(=O)c5ccccc5C4=O)cc3[nH]2)cc(OC)c1OC | 105.0 | 103.8 | 114.3 | 103.3
5 | CCCCn1sc(=O)n(Cc2ccc(CNC(=O)OCc3ccc4c(Cl)cc(Cl)c(O)c4n3)cc2)c1=O | 69.2 | 62.8 | 85.6 | 69.6
6 | Cc1cccc(NC(=S)N(CCC#N)C2CCCCC2)c1 | 103.6 | 89.1 | 106.9 | 105.5
7 | O=S(=O)(O)c1cc2ccc1ccc1ccc(cc1S(=O)(=O)O)n1on1c1ccc(ccc3ccc(cc3S(=O)(=O)O)nn2)c(S(=O)(=O)O)c1 | 108.8 | 110.6 | 113.1 | 106.1
8 | Cc1cn(C(C)C)c(=O)n(-c2ccccc2)c1=O | 116.3&110.2 | 104.2&114.0 | nt | 107.7&103.6
9 | O=C(O)CC/C(=N\NC(=O)c1ccncc1)c1ccc(Cl)cc1 | 115.8 | 105.5 | 110.8 | 106.6
10 | c1ccc2nc(N3CCOCC3)c(N3CCCC3)nc2c1 | 102.0 | 116.6 | 111.7 | 107.3

item | BT-549 | SK-MEL-5 | LOX IMVI | HS 578T
1 | nt | 70.7 | 88.5 | 100.7
2 | 122.8 | 89.6 | 102.0 | 98.1
3 | 102.5 | 93.5 | 71.9 | 79.1
4 | 110.4 | 100.7 | nt | nt
5 | 81.4 | 59.5 | 46.0 | 82.3
6 | 117.7 | 98.4 | 76.3 | 105.6
7 | 111.2 | 104.3 | 103.1 | 89.3
8 | 107.2 | 103.8&105.2 | 100.8 | 104.0&96.4
9 | 102.9 | 86.7 | 105.7 | 102.1
10 | 109.2 | 102.8 | 103.6 | 99.0

The list goes on:
item | SMILES | SK-MEL-28 | T-47D | SK-MEL-2 | MDA-MB-435
11 | C/C=C/C(O)CCCC (centres undefined) | 109.0 | 95.0 | 110.5 | 104.2
12 | COc1ccc(/C=C2\CCCC3C2=Nc2ccccc2NC3c2ccc(OC)cc2)cc1 (centres undefined) | 98.3 | 101.5 | 92.0 | 13.8
13 | CN(C)CCCC(C#N)(CCN(C)C)c1ccccc1 (centres undefined) | 103.1 | 103.9 | 100.5 | 96.9
14 | COc1ccc(C2=Cn3c(CCC(=O)c4nc5ccccc5[nH]4)nnc3SC2)cc1 | 111.0 | 81.0 | 106.2 | 90.3
15 | O=c1c(Nc2ccccc2)nnc2n(Cc3ccccc3)c3ccccc3n12 | 81.3 | 91.8 | 108.8 | 93.6
16 | COc1cccc2c1nc1nc3ccc[nH]c3cc12 | 114.5 | 64.5 | 94.3 | 104.8
17 | c1ccc(Cn2nc(-c3ccccc3)c3c2CCc2cnoc2-3)cc1 | 93.9 | 79.3 | 108.2 | 98.2
18 | CC(NCCc1ccc(O)cc1)C(O)c1ccc(O)cc1 (centres undefined) | 125.5 | 97.5 | 131.8 | 100.3
19 | CCOC(=O)c1c(N2CCOCC2)[nH]c(=O)c(C=Nc2ccc(OC)cc2)c1O | 124.0 | 90.1 | 82.4 | 107.4
20 | CN(C)C=Nc1ccc([N+](=O)[O-])c2ccccc12 | 102.3 | 95.8 | 111.3 | 110.1

item | BT-549 | SK-MEL-5 | LOX IMVI | HS 578T
11 | 101.3 | 103.3 | 98.9 | 108.0
12 | 79.6 | 88.5 | 57.4 | 87.6
13 | 91.3 | 96.5 | nt | nt
14 | 103.7 | 87.7 | 83.7 | 92.8
15 | 77.1 | 92.3 | nt | 40.5
16 | 92.2 | 107.5 | 92.4 | 102.6
17 | 104.4 | 106.7 | 92.2 | 132.7
18 | 104.5 | 101.8 | 99.5 | 102.5
19 | 72.5 | 99.1 | 86.0 | 110.0
20 | 112.6 | nt | 95.5 | 117.1

(cont.)
item | SMILES | SK-MEL-28 | T-47D | SK-MEL-2 | MDA-MB-435
21 | N#Cc1nc(-c2ccc(Cl)cc2)oc1N1CCC(S(=O)(=O)N2CCOCC2)CC1 | 101.4 | 103.3 | 113.7 | 99.0
22 | Nc1nc(Cl)c2c(ncn2Cc2ccc(CCl)cc2)n1 | 101.1 | 90.2 | 98.6 | 95.5
23 | CCCCCCCCCCCCSC1=C(Cl)C(=O)C(OC)=C(OC)C1=O | 104.9 | 14.1 | 39.3 | 25.9
24 | Cc1nn(-c2ccccc2)c2nc3c(nc12)C(=O)C(=O)c1ccccc1-3 | 106.7 | 85.9 | 89.5 | 104.1
25 | CC(C)(C)c1cc(CNC2CCCCC2)c(O)c(CNC2CCCCC2)c1 | 90.8 | 82.6 | 121.9 | 105.5
26 | CC(=O)/C(=C\n1c(=S)[nH]c2ccc([N+](=O)[O-])cc21)C(=O)Nc1ccccc1C | 105.3 | 93.0 | 110.4 | 109.7
27 | O=C(CCl)Nc1cc(O)c2c(c1)C(=O)c1cccc(O)c1C2=O | 2.9* | -76.4* | -49.4* | 13.5
28 | O=C1N/C(=N\c2nnc(-c3ccc(O)cc3)s2)S/C1=C\c1ccc(Br)cc1 | 101.6 | 89.7 | 109.0 | 92.1
29 | COC(=O)c1ccc2oc(NC(=O)c3ccc(N4CCN(C)CC4)c([N+](=O)[O-])c3)nc2c1 | 67.9 | 43.2 | 96.3 | 57.5
30 | CC12c3ccccc3C(C)(c3ccccc31)C(NS(=O)(=O)c1ccc(Cl)c(Cl)c1)C2O (centres undefined) | 100.4 | 86.5 | 98.2 | 96.3

item | BT-549 | SK-MEL-5 | LOX IMVI | HS 578T
21 | 103.3 | 98.1 | 81.7 | 104.8
22 | 6.3* | 70.3 | 69.7 | 94.1
23 | 58.3 | -37.6* | 11.7 | 67.3
24 | 91.0 | 54.9 | 81.9 | 98.5
25 | 99.6 | 82.0 | 95.8 | 82.8
26 | 104.1 | 95.9 | 98.8 | 95.6
27 | -48.4* | -95.0* | -68.2* | 11.4
28 | 100.4 | 94.9 | 95.1 | 98.3
29 | 77.2 | 43.7 | 44.5 | 75.5
30 | 110.5 | 102.4 | 92.3 | 94.0

Other records:
item | SMILES | SK-MEL-28 | T-47D | SK-MEL-2 | MDA-MB-435
31 | CSc1nc2ccccc2cc1/C=C1/C=C(c2ccccc2)OC1=O | 100.3 | 110.5 | 104.3 | 107.6
32 | Cn1c(=O)c2c(ncn2CCOC(=O)C(C)(C)Oc2ccc(Cl)cc2)n(C)c1=O | 98.4 | 94.5 | 114.8 | 109.4
33 | Cc1onc2c(=O)[nH]nc(-c3ccccc3)c12 | 107.9 | 108.1 | 109.6 | 108.9
34 | O=C1CC2CC=CCN2C=C1NC(=O)C1CCCCC1 (centres undefined) | 101.2 | 79.7 | 99.4 | 101.7
35 | CC(C)(C)c1cc(NC(=O)Cc2ccc(-c3cnc4cc(-c5cnn(CCN6CCOCC6)c5)ccc4n3)cc2)no1 | 29.4 | 15.6 | -8.7* | 19.1
36 | Cc1cc(C)c(C#N)c(SCC(=O)c2sc3c(C#N)c(C)cc(C)[n+]3c2[O-])n1 | 30.3 | 38.1 | nt | -59.2*
37 | COc1cc(/C=N/NC(=O)c2ccc(S(C)(=O)=O)cc2)cc(OC)c1OC | 105.0 | 93.0 | 99.8 | 112.8
38 | CCn1c(Sc2nnc(NC(=O)CN3CCCC3)s2)nc2c1c(=O)n(C)c(=O)n2C | 110.6 | 103.8 | 109.6 | 106.5
39 | O=C(/N=C/C(Cl)(Cl)Cl)Nc1ccc(Cl)cc1 | 109.0 | 74.2 | 101.8 | 111.4
40 | O=C1CCC(N2C(=O)c3cccc(NCCCCCCOc4ccc(Nc5nccc(Nc6ccccc6)n5)cc4)c3C2=O)C(=O)N1 (centres undefined) | 82.9 | 39.5 | 82.5 | 75.9

item | BT-549 | SK-MEL-5 | LOX IMVI | HS 578T
31 | 102.5 | 100.7 | 93.7 | 99.5
32 | 99.9 | 97.3 | 98.4 | 97.4
33 | 117.1 | 107.3 | 109.6 | 96.6
34 | 89.4 | 101.8 | 99.0 | 98.4
35 | 22.0 | 9.5* | 17.7 | -5.3*
36 | 30.4 | 10.8 | 20.4 | 21.8
37 | 100.0 | 99.8 | 104.7 | 102.7
38 | 105.4 | 101.7 | 100.1 | 101.4
39 | 116.8 | 95.6 | 97.7 | 118.4
40 | 65.1 | 7.5* | 88.1 | 98.2

(more compounds)
item | SMILES | SK-MEL-28 | T-47D | SK-MEL-2 | MDA-MB-435
41 | CCOC(=O)C(c1ccc(N(CC)CC)cc1)c1ccc(N(CC)CC)cc1 | 107.1 | 88.5 | 88.1 | 103.5
42 | O=C(c1ccc(OCCN2CCCCC2)cc1)c1c(-c2ccc(OS(=O)(=O)C3CCCCC3)cc2)sc2cc(OS(=O)(=O)C3CCCCC3)ccc12 | 83.7 | 92.2 | 103.3 | 96.2
43 | CCOC(=O)C(Nc1cccc(Cl)c1)C(=O)OCC | 110.2 | 108.8 | 100.1 | nt
44 | CCCCC/C=C/C(C)=C/C1CC(C)C/C=C/CCC(O)C(OC(N)=O)CCC(C)CC(O)C(C)C(=O)O1 (centres undefined) | 85.7 | 91.6 | 92.6 | 50.6
45 | CCCCCCCCn1ncc2c(Nc3cccc(Br)c3)ncnc21 | 104.5 | 101.5 | 120.0 | 100.8
46 | Cc1ccc2nc(-c3cccc(Cl)c3)oc(=O)c2c1 | 102.2 | 109.2 | 107.9 | 100.8
47 | CC(Br)C(OC(=O)c1ccc(Cl)cc1)c1cc2c(cc1Br)OCO2 (centres undefined) | 101.2 | 98.2 | 101.6 | 94.7
48 | NS(=O)(=O)c1ccc(CCn2c(SCC(=O)N/N=C/c3cc4ccccc4[nH]3)nc3ccccc3c2=O)cc1 | 88.3 | 45.2 | 25.7 | 45.9
49 | COc1ccc2c(N)ncc(C#Cc3cc(C(=O)Nc4ccc(CN5CCN(C)CC5)c(C(F)(F)F)c4)cnc3C)c2c1 | -80.2* | nt | -15.4* | -56.7*
50 | COc1ccc2c(c1)/C(=N\N=C\c1ccc(OC)c(OC)c1)C(=O)N2 | 107.6 | 100.5 | 109.8 | 116.9

item | BT-549 | SK-MEL-5 | LOX IMVI | HS 578T
41 | 98.4 | 95.8 | 92.8 | 107.9
42 | 82.4 | 86.6 | 73.3 | 96.0
43 | 98.2 | 106.7 | 100.1 | 105.8
44 | 120.0 | 61.4 | 73.9 | 94.0
45 | 105.9 | 98.7 | 68.9 | 91.2
46 | 118.0 | 103.6 | 90.2 | 102.5
47 | 93.3 | 83.2 | 91.4 | 90.1
48 | 74.3 | 31.9 | 49.1 | 64.6
49 | 46.0 | -51.4* | -71.4* | 30.0
50 | 143.6 | 97.0 | 90.0 | 101.7

Later entries
item | SMILES | SK-MEL-28 | T-47D | SK-MEL-2 | MDA-MB-435
51 | Nc1ncc(-c2ccc3ncnc(N4CCc5cc(F)c(F)cc54)c3c2)cn1 | 33.2 | 4.1* | 33.2 | 30.2
52 | Cc1cc(C)cc(NC2=C(Cl)C(=O)c3nc(C)ccc3C2=O)c1 | 81.8 | -20.0* | 85.5 | -78.8*
53 | CC1=C(C)C(=O)C(N2CCCCCC2)=CC1=O | 106.0 | 101.1 | 106.8 | 107.4
54 | CCCCCCC(C(=O)OCC)(C(=O)OCC)C1CCCCCC1 | 105.6 | 91.9 | 114.2 | 102.5
55 | O=C(Nc1cccc(F)c1)Nc1cccc(Cl)c1 | 98.9 | 76.5 | 101.0 | 89.9
56 | Nc1ccccc1C(=O)NCCNCCNCCNC(=O)c1ccccc1N | 106.3 | 97.0 | 97.1 | 95.6
57 | C=CCOC(=O)C1=C(C)NC2=C(C(=O)CCC2)C1c1ccc(F)cc1 (centres undefined) | 101.3 | 89.4 | 101.2 | 100.6
58 | NC(=O)C1CCN(C(=O)C(=O)c2c(-c3ccccc3)cc3ccccn23)CC1 | 105.5 | 91.5 | 93.4 | 104.6
59 | O=C(N/N=C/c1ccccc1O)Nc1nn[nH]n1 | 110.7 | 104.9 | 110.5 | 98.3
60 | COc1cc(-c2cc3ncccc3c3nc(N)c4cccnc4c23)cc(OC)c1OC | 62.7 | 35.0 | 30.7 | -33.7*

item | BT-549 | SK-MEL-5 | LOX IMVI | HS 578T
51 | 12.3 | 16.2 | 11.1 | -15.4*
52 | 66.6 | 69.0 | -3.8* | 11.1
53 | 105.9 | 89.6 | 61.4 | 106.8
54 | 103.9 | 100.0 | 101.3 | 105.0
55 | 103.8 | 91.5 | 105.7 | 97.3
56 | 93.3 | 106.5 | 110.3 | 119.8
57 | 99.4 | 98.8 | 97.1 | 88.4
58 | 101.4 | 96.1 | nt | nt
59 | 110.9 | 99.3 | 96.4 | 99.0
60 | 27.6 | 15.8 | 24.1 | 16.8

Compounds were not picked by outcome (roughly 12% active in at least one column).
